# Compound activity as filed in PubChem BioAssay.
# Tn7 DDE FP: inhibitors of Tn7 peptide binding to fibrin DD(E), primary screen, biochemical, fluorescence polarization, human fibrin, Tn7 probe. Fibrinogen beta chain (Homo sapiens), P02675. FP displacement of FITC-Tn7 peptide from fibrin DD(E); 0% = median of compound wells per plate. inhibition, % at 8.3 µM. 370,000 tested, 0.13% active. AID 720508, 2013;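 active = inhibition above the mean of compounds falling within the control limits plus 3 SD of them, cut at about 14% in these data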;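 also: 0% = plate median of compound wells and 100% = 10 µM Aha-Tn7 peptide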
#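 Test system: human clot-derived fibrin DD(E) complex / Quantity: 2 µM final DD(E) protein / Incubation: 10 min plus 3 h, room temperature / Measured by: fluorescence polarization / Benchmarks: high control of 10 µM Aha-Tn7 peptide / Replicates: singlicate testing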
# TDP2 absorb: human TDP2 enzyme inhibitors, primary screen, biochemical, epi absorbance, recombinant enzyme; AID 720702, 2013; T5PNP hydrolysis, p-nitrophenol absorbance 415 nm; Tyrosyl-DNA phosphodiesterase 2 (Homo sapiens), O95551; 370,000 tested, 0.34% active; inhibition, % at 12.8 µM;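 active = inhibition above the mean of all tested compounds plus 3 SD, set per campaign, cut at about 25% in these data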;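 also: 0% = DMSO with enzyme and 100% = buffer with substrate but no TDP2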
# Target sequence (O95551 whole entry, looked up): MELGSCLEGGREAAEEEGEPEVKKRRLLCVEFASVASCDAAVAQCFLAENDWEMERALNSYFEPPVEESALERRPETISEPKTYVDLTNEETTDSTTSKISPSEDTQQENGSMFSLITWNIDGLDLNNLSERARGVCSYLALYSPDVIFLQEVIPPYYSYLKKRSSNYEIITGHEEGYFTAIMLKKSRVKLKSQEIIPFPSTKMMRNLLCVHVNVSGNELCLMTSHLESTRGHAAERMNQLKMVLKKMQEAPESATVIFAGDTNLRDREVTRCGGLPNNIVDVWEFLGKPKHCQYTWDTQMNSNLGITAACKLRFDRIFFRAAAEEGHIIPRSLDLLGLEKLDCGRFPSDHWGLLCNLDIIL
#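 Test system: human TDP2 enzyme; Input: 120 nM TDP2 per well; Buffer or medium: Mg2+-containing Tris-HCl buffer, pH 7.5; Reagent: 5 mM T5PNP; Dosing: 12.8 µM single point, 1% DMSO; Incubation: reaction 2 h, 37 °C; Detection: p-Nitrophenol epi absorbance; Read-out: % inhibition relative to enzyme-containing and enzyme-free wells; Replicates: single well per compound.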
# SIAE primary: human SIAE inhibitors, primary screen, biochemical, fluorescence polarization, FP-Rh probe, 1536-well HTS. SIAE FP-Rh probe binding. inhibition, % at 9.66 µM. Sialate O-acetylesterase (Homo sapiens), Q9HAT2. 370,000 tested, 0.69% active;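 active = inhibition above a cutoff: mean of compounds within the control limits plus 3 SD of those, cut at about 17% in these data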;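 also: 0% = plate median of compound wells and 100% = probe without SIAE protein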
# Target sequence (Q9HAT2 whole entry, looked up): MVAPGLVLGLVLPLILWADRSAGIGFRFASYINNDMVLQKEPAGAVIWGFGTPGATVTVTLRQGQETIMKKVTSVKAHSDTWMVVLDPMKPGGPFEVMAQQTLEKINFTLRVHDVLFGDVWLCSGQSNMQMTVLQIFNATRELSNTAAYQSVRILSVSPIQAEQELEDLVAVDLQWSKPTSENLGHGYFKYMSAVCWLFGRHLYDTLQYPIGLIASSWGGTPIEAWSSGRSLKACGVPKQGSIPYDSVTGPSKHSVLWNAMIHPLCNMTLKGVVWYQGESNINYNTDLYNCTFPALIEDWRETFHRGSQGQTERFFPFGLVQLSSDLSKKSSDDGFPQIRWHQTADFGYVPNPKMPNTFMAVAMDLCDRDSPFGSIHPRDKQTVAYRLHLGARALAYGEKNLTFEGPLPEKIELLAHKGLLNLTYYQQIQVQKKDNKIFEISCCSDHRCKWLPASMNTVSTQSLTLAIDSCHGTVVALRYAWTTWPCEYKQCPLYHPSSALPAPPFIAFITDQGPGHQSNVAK
# Tn6 DDE FP: inhibitors of Tn6 peptide binding to fibrin DD(E), primary screen, biochemical, fluorescence polarization, human fibrin, Tn6 probe; Fibrinogen beta chain (Homo sapiens), P02675; Fibrin DD(E) TRITC-Tn6 fluorescence polarization displacement; 370,000 tested, 0.21% active; AID 720509, 2013; inhibition, % at 8.3 µM;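 active = inhibition above a per-campaign cutoff: mean of compounds within control limits plus 3 SD, cut at about 15% in these data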;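 also: 0% = median of all compound wells on the plate and 100% = blocking peptide control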
# TCR-CD3 inh: inhibitors of human TCR-CD3 interaction, primary screen, biochemical, fluorescence, TAMRA-labeled TCR probe; inhibition, % at 9.4 µM; 360,000 tested, 0.37% active; AID 651800, 2012; in the data active = inhibition above about 19%;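 also: recombinant mutant TCR 2C K166C tagged with TAMRA read by polarization; 0% = receptor in buffer alone and 100% = receptor with positive control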
# LEDGF integ inh: blockers of LEDGF/p75-dependent integrase strand transfer – biochemical, TR-FRET, high throughput, primary screen; HIV-1 integrase (with human LEDGF/p75); TR-FRET IN-LEDGF/p75 DNA integration, Eu/Cy5; inhibition, % at 3.7 µM; 370,000 tested, 0.64% active; AID 743269, 2014;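 active = inhibition above the screen-wide mean plus 3 SD, cut at about 13% in these data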;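 also: signal is the Cy5 over europium emission ratio at 671 and 618 nm; 0% = plate median of compound wells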
# proKLK7 act: proKLK7 zymogen activators, primary screen, biochemical, fluorescence intensity. Kallikrein-7 (Homo sapiens), P49862. purified proKLK7, EDANS-DABCYL substrate fluorescence; 100% is mature enzyme control, 0% vehicle. activation, % at 7 µM. 370,000 tested, 0.9% active. AID 652039, 2013;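 active = activation above the mean of all tested compounds plus 3 SD, computed per campaign excluding outliers beyond control limits, cut at about 13% in these data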
# MBD2 inh: inhibitors of MBD2 binding to methylated DNA, primary screen, biochemical, TR-FRET, DNA-binding domain, human | Methyl-CpG-binding domain protein 2 (Homo sapiens), Q9UBB5 | 370,000 tested, 0.31% active | inhibition, % at 4.4 µM | MBD2 binding to methylated oligonucleotide; in the data active = inhibition above about 13%
# PRMT1 inh: PRMT1 methyltransferase inhibitors, primary screen, biochemical, fluorescence polarization; Protein arginine N-methyltransferase 1 (Homo sapiens), Q99873; inhibition, % at 2.79 µM; 370,000 tested, 1.3% active; AID 652257, 2013; recombinant PRMT1, activity-based probe fluorescence polarization;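 active = inhibition above about 21% made by adding two undisclosed values, limit read from the data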
# UHRF1 binding: UHRF1 methylated DNA binding inhibitors, primary screen, counter-screen for MBD2 inhibitor project, biochemical, TR-FRET, human UHRF1, single concentration; 370,000 tested, 0.75% active; AID 687016, 2013; inhibition, % at 4.4 µM; E3 ubiquitin-protein ligase UHRF1 (Homo sapiens), Q96T88; UHRF1 binding to methylated oligo; in the data active = inhibition above about 21%;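 also: UHRF1 SRA domain binding a hemimethylated CpG hairpin DNA probe; 0% = median of test compound wells and 100% = reference inhibitor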
# * = called active by the depositor; x = no result given. Hits appear at their usual frequency. About 4.6% of those tested had a hit in this group.
SMILES,Tn7 DDE FP,TDP2 absorb,SIAE primary,Tn6 DDE FP,TCR-CD3 inh,LEDGF integ inh,proKLK7 act,MBD2 inh,PRMT1 inh,UHRF1 binding
Cc1cc(C(=O)CSc2nn3c(=O)c(C(C)(C)C)nnc3s2)c(C)n1C1CC1,-4,2,-1,1,3,0,-0.2,2,2,-3
CCn1c(-c2ccccc2Cl)nn(CC(=O)Nc2ccccc2OC)c1=S,2,-5,14,7,-5,2,1.5,-1,1,5
O=C(O)C1Cc2ccccc2CN1S(=O)(=O)c1ccc(Cl)cc1 (stereo not drawn),5,9,13,7,-3,0,-0.1,-5,0,-1
CC/C(C)=C1\SC(N2CCOCC2)=NC1=O,-3,11,2,-3,3,1,-0.5,-1,-1,1
O=C(NNC(=O)c1cc2cc3ccccc3nc2s1)c1cccc(Cl)c1,-1,-5,-33,1,-2,5,-0.1,-4,1,-1
O=C(NCC(c1cccs1)N1CCOCC1)c1cccc([N+](=O)[O-])c1 (stereo not drawn),2,5,2,-1,3,4,0.1,1,0,-1
CC(Cc1cccs1)NC(=S)Nc1ccc(Cl)cc1 (stereo not drawn),1,-4,3,-3,-8,2,0.4,5,5,1
CC1Sc2ccc(S(=O)(=O)N(C)Cc3ccccc3)cc2NC1=O (stereo not drawn),-1,-8,1,-10,0,-4,0.1,3,3,2
COc1ccc(NC(=O)C2(c3ccc(NC(=O)c4ccc(C)cc4)cc3)CCCC2)cc1,4,3,-8,5,-7,-9,0.1,1,3,2
Cc1ccc(OCCNc2ccc(S(=O)(=O)N3CCCC3)cn2)cc1,-9,-1,-1,1,-1,-1,0.4,-1,3,0
N#Cc1ccc(C23CC4(C2)[C@H](CN(Cc2ccc(C(F)(F)F)cc2)[C@@H]4c2ccccc2)C3c2ccc(C(F)(F)F)cc2)cc1 (stereo partly drawn),-2,-12,1,-2,3,0,0.1,3,-1,2
C/C(Cn1cnc([N+](=O)[O-])n1)=N\NC(=O)c1cccc(F)c1,-6,5,7,-2,4,-1,0.4,-2,-2,-3
CCOc1ccccc1NC(=S)Nc1ccc2cn[nH]c2c1,-1,-7,2,0,-2,5,0.1,1,-1,0
N#Cc1c(-c2ccccc2)c(-c2ccccc2)nn(CC(=O)NNC(=O)Nc2ccccc2)c1=O,-4,0,-2,-3,-3,-3,0.0,2,0,-2
CCc1cccc(CC)c1N1C(=O)c2cc(N3CCOCC3)c([N+](=O)[O-])cc2C1=O,4,2,2,-2,2,-2,0.0,3,0,2
N#CCOc1nc(N2CCCC2)nc(N2CCCC2)n1,-1,2,-1,-2,-1,0,0.5,-7,-2,0
COc1ccccc1-n1cnnc1SCC(=O)N1CCN(S(=O)(=O)c2ccccc2)CC1,-1,0,4,10,5,1,0.4,-5,1,0
COc1ccc(/C=N/N2CCOCC2)cc1Cn1nc(C)c([N+](=O)[O-])c1C,6,-8,-4,9,-7,1,0.0,-3,-2,-1
CC(C)(C)c1ccc(C(=O)OCCN2CCCCC2)cc1,0,0,-6,2,5,-2,-0.4,-3,0,0
O=C(OCc1ccc(Br)cc1)c1cccnc1,-1,2,-9,-4,-2,-4,-0.3,5,2,2
CN(C)Cc1csc(Nc2ccc(C(=O)c3ccccc3)cc2)n1,2,0,-1,5,4,0,0.3,-3,1,0
O=C(CSc1nccc(=O)[nH]1)NN(c1ccccc1)c1ccccc1,7,-3,2,0,3,1,-0.2,-1,0,1
Cc1ccc([C@@H]2C[C@H]3[C@@H](CN2S(=O)(=O)c2ccc(C)cc2)C(=O)C[C@@H](c2cccc(Cl)c2)N3S(=O)(=O)c2ccc(C)cc2)cc1,2,0,-12,8,-6,-2,0.5,-5,5,0
Cc1ccc(C(=O)NNS(=O)(=O)c2ccc(F)cc2)cc1,4,17,-4,-4,0,4,0.2,4,-1,-2
Cc1cc(C(F)(F)F)c(C#N)c(=O)[nH]1,-3,10,7,9,6,-2,9.0,2,0,12
CCCN1Cc2cccc(C(=O)N3CCN(c4ccc(F)cc4)CC3)c2C1=O,-2,-3,3,2,-2,-1,0.4,-5,-3,3
CCOc1ccccc1CN1C(=O)NC(C)(c2ccccc2)C1=O (stereo not drawn),-6,-7,2,-8,-3,2,-0.1,3,0,3
O=C(CSc1nc2ccccc2c(=O)n1-c1ccc(OC(F)F)cc1)NCc1cccs1,9,-7,9,3,2,3,-0.8,-6,-2,-4
CCC(C)C(NC(=O)OC(C)(C)C)C(=O)NC(Cc1ccccc1)C(=O)OC (stereo not drawn),-15,-17,-6,-2,2,-1,0.2,0,-5,0
CCSc1nc2c([nH]1)c(=O)n(C)c(=S)n2C,0,2,10,0,4,1,-0.3,-4,3,1
C=CCOc1ccccc1CN1CCCCCC1,-2,17,1,2,1,3,-0.4,-1,-1,3
CCOC(=O)C(=O)N(C)c1c(CC)nc2c(OCc3ccc(OC(F)F)cc3)cccn12,7,-9,1,5,1,-1,-0.1,-3,-4,-1
COc1ccc(S(=O)(=O)N2CCN(C(=O)c3cc4c(s3)CCC4)CC2)cc1,0,-6,-1,3,17,7,-0.1,22*,8,46*
Cc1ccc(CNC(=O)CC(C)S(=O)(=O)c2ccc3c(c2)NC(=O)CO3)cc1 (stereo not drawn),-5,-8,2,4,-1,-11,0.0,1,7,0
O=C(CSc1nc2ccccc2c(=O)n1CC1CCCO1)NCc1ccccc1 (stereo not drawn),-1,5,2,-6,3,4,-0.8,-3,-4,-1
CC(=O)OCC(=O)[C@H]1CC[C@H]2[C@@H]3CCC4=CC(=O)CC[C@]4(C)[C@H]3CC[C@]12C,0,3,-3,-4,-4,-4,-0.1,0,8,1
CC(=O)C[C@H]1c2cc(C(F)(F)F)ccc2S(=O)(=O)N1C1CCCC1,-7,3,1,0,-8,2,0.5,-4,-4,-2
NC1=NC(=O)CC(C(=O)NCc2ccccc2)S1 (stereo not drawn),-5,1,0,-4,3,1,0.1,-7,36*,2
Cc1c(O[C@@H]2O[C@H](CO)[C@@H](O)[C@H](O)[C@H]2O)ccc2c1oc(=O)c1ccccc12,-4,-19,0,0,-14,2,-19,2,-2,3
Cc1ccccc1-c1cccc([C@@H]2C[C@H]3[C@H](CON3C)CN2Cc2ccccc2)c1,2,3,-2,-7,-2,-1,0.2,-3,-2,-3
C=CCNC(=O)C1CCC(=O)N1S(=O)(=O)c1ccc(C)cc1 (stereo not drawn),0,-1,0,6,-3,-6,0.0,-4,6,-2
COc1ccc(C(=O)CCC(=O)Nc2cccnc2)c(OC)c1,-4,5,3,2,0,-1,0.2,5,-1,-2
Cn1ncc(Cl)c1C(=O)N/N=C/c1cccc(OC2CSC2)c1,1,-5,3,-8,-9,-4,0.2,3,3,2
COCCCNS(=O)(=O)c1ccc2c3c(cccc13)C(=O)S2,4,12,1,2,5,1,-2.2,-2,2,-2
Cn1c(Cc2cccs2)nnc1SCC(=O)Nc1ccc2cn[nH]c2c1,-8,-6,1,-6,x,8,-0.6,-5,-1,-2
COc1ccc(C(=O)O/N=C/c2ccc(S(=O)c3ccc(Cl)cc3)nc2)cc1 (stereo not drawn),8,4,-2,7,-2,-2,0.8,0,2,5
Cc1ccccc1Sc1ncccc1[N+](=O)[O-],5,-4,-1,-3,2,-5,0.6,1,1,2
O=C1CSC(c2ccccn2)N1c1cccc(Cl)c1 (stereo not drawn),-1,-3,-7,0,-8,0,-0.5,0,2,1
COC(=O)c1cccc(NS(C)(=O)=O)c1C,8,-3,3,-5,-2,0,0.1,-2,2,1
Cc1cc(C)c(NS(=O)(=O)c2ccccc2)c(C)c1,-4,-10,1,8,-4,-2,-0.2,1,3,0

# Three entries out of the list above, ordered by their value in LEDGF integ inh, low to high.
molecule	LEDGF integ inh
O=C(NCC(c1cccs1)N1CCOCC1)c1cccc([N+](=O)[O-])c1 (stereo not drawn)	4
CCOc1ccccc1NC(=S)Nc1ccc2cn[nH]c2c1	5
COc1ccc(S(=O)(=O)N2CCN(C(=O)c3cc4c(s3)CCC4)CC2)cc1	7

# Further structures.
SMILES,Tn7 DDE FP,TDP2 absorb,SIAE primary,Tn6 DDE FP,TCR-CD3 inh,LEDGF integ inh,proKLK7 act,MBD2 inh,PRMT1 inh,UHRF1 binding
CCS(=O)(=O)N1CCCC(C(=O)NC2CCCC2)C1 (stereo not drawn),-6,5,5,-4,-7,1,-0.2,2,2,3
Cc1ccc([N+](=O)[O-])cc1NC(=O)C(C)N1CCCCC1 (stereo not drawn),-3,-8,3,-6,9,1,-0.1,0,-2,0
CC(=O)n1cc(C2CC(=O)OC3=C2CC(=O)C(C)(C)C3)c2ccccc21 (stereo not drawn),-9,5,-2,4,4,-1,0.6,0,1,-1
CCOC(=O)C1C(c2cccnc2)NC(=O)NC1(O)C(F)(F)F (stereo not drawn),0,1,0,-3,-5,1,-0.8,-1,0,2
O=C(/C=C/c1ccccn1)c1cc(Cl)cc(Cl)c1O,3,-6,7,7,1,-1,-0.7,-4,7,-1
CCOC(=O)C(=CNc1cc(C)nn1-c1ccc(C)cc1)C(=O)OCC,1,-1,-7,11,4,-3,1.0,-1,0,1
Cc1cc(C)c(NC(=O)C2c3ccccc3Oc3ccccc32)c(C)c1,7,-2,-3,-5,5,-2,-0.2,1,-1,0
Cn1cnc([N+](=O)[O-])c1SCC(=O)NN,-2,-6,3,-1,4,10,0.0,-3,1,-3
CCCn1c(=O)[nH]c(=O)c2c1nc(-c1ccccc1OC(F)F)n2CCOC,-2,15,4,-7,0,-3,-0.4,-2,-1,-2
Cc1cc(C)n2[nH]c(=O)c(N=Nc3ccccc3)c2n1,-6,-11,-6,-1,6,-1,0.1,-24,-1,-17
Cc1cccc(NC(=S)N2CCC(NC(=O)C3CCCCC3)CC2)c1,-5,-5,-3,3,-2,-2,0.2,6,-12,-1
